HTR1E agonist: 5-HT1E receptor agonists, primary screen, cell-based, HTS. 5-hydroxytryptamine receptor 1E (Homo sapiens), P28566. CHO 5-HT1E Ga15 NFAT-bla reporter, FRET; 0% DMSO wells, 100% control agonist wells. activation, % at 6 µM. actives 0.69% (n = 65,000). AID 574, 2007;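 active = activation above a set limit, the screen-wide mean activation plus 3 SD, cut at about 8.5% in these data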;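 note: 100% = positive control agonist at 1 µM giving full maximal response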
Target sequence (P28566 whole entry, looked up): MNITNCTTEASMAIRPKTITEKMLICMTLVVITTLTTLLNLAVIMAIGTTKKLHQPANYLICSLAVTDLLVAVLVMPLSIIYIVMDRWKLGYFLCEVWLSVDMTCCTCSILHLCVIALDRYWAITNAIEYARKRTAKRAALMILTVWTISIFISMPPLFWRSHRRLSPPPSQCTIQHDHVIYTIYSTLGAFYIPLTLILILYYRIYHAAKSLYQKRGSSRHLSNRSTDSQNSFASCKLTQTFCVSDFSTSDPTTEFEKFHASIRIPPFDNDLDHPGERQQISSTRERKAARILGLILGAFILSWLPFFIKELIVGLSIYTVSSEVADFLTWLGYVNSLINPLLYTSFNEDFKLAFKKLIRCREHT
M1 antagonist: antagonists of rat M1 muscarinic receptor; Muscarinic acetylcholine receptor M1 (Rattus norvegicus), P08482; CHO-M1 cells, Fluo-4 calcium, ACh EC80 antagonist mode; active compounds read low; B-score at 10 µM; actives 3.4% (n = 64,000);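 active = calcium fluorescence response, raw or row-and-column corrected B-score, differing from the plate sample mean either way at a set confidence level, mostly lower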
Jurkat viability: cytotoxicity toward Jurkat T cells, primary screen, cytotoxicity control, cell-based, Jurkat E6.1, 60K MLSMR library; Jurkat E6.1 viability, ATP luminescence, 48 h; inhibition, % at 4 µM; actives 1.2% (n = 56,000); AID 463, 2006;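 active = inhibition above the mean inhibition of all tested compounds plus 3 SD, cut at about 28% in these data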
HTR1E antagonist: 5-HT1E receptor antagonists, primary screen, cell-based, HTS. CHO 5-HT1E Ga15 NFAT-bla reporter, FRET, antagonist. inhibition, % at 6 µM. actives 0.99% (n = 65,000);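 active = inhibition above a set limit, the mean inhibition across every tested compound plus 3 SD, cut at about 29% in these data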;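 note: signal is the 460 over 535 nm emission ratio of beta-lactamase substrate; 0% = agonist plus DMSO wells and 100% = wells without agonist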
Her2 expr inh: inhibitors of Her2 protein expression, primary screen, SKBR-3 cells, AlphaScreen, 66K library | Receptor tyrosine-protein kinase erbB-2 (Homo sapiens), P04626 | SKBR-3 HER2 protein level, 18-24 h; active compounds read low | HER2 level % of control, % at 10 µM | actives 0.69% (n = 65,000);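 active = HER2 level under 5% of the carrier-only control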;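 note: 100% = DMSO carrier and 0% = 500 nM PU-H71 HSP90 inhibitor; lower value means stronger loss of Her2 protein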
S1P3 agonist: human S1P3 receptor agonists, primary screen, cell-based, primary and confirmation, NFAT-BLA reporter; Sphingosine 1-phosphate receptor 3 (Homo sapiens), Q99500; S1P3 NFAT-BLA reporter cells, agonism, FRET ratio; relative to 1 µM S1P, basal subtracted; activation, % at 4.5 µM; actives 0.1% (n = 60,000);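 active = activation above the screen-wide mean plus 3 SD, cut at about 4.5% in these data, passing the limit was not always enough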; note: some compounds called inactive have numbers as strong as hits
Target sequence (Q99500 whole entry, looked up): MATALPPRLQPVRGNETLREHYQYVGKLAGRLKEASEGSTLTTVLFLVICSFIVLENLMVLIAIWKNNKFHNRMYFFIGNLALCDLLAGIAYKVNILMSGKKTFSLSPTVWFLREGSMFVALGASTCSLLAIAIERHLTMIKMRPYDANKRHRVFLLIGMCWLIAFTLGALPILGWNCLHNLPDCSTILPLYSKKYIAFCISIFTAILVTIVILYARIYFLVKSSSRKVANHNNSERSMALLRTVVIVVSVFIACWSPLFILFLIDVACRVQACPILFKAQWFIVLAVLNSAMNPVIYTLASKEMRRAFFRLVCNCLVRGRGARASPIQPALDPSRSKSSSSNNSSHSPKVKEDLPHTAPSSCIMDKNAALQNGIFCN
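Material: Human S1P3 NFAT-BLA reporter CHO cells | Incubation: Overnight plating, 4 h compound 37 °C, 2 h substrate RT | Signal: FRET β-lactamase substrate fluorescence, excitation 405 nm, 460/535 nm emission ratio, background-subtracted | Compound: 4.5 µM final, single dose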
S1P1 ag pot: S1P1 agonists and agonism potentiators, primary screen, cell-based, primary and confirmation screens, CRE-bla reporter; Sphingosine 1-phosphate receptor 1 (Homo sapiens), P21453; S1P1 CRE-bla cells, forskolin, beta-lactamase FRET, potentiator mode; S1P1 agonist co-added at EC20, 2 nM; 100% = saturating reference agonist, 0% = basal; activation, % at 9.5 µM; actives 0.57% (n = 56,000); AID 449, 2006;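 active = activation above a cutoff set at the mean activation of all tested compounds plus 3 SD, cut at about 54% in these data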;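 note: forskolin at 4 µM as EC80 and the EC20 agonist is SEW2871; 100% = SEW2871 at its EC100 plus forskolin at EC80; some compounds past the cut are filed as inactive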
HEK293 NFkB inh: inhibitors of PMA/ionomycin-induced NF-kB reporter, primary screen, antigen receptor NF-kB inhibitor project, cell-based, HEK-293 luciferase reporter, luminescence | HEK-293 NF-kB luciferase reporter | actives 0.21% (n = 62,000) | inhibition, % at 3 µM;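 active = inhibition above the mean of all tested compounds plus 3 SD, cut at about 40% in these data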;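 note: 0% = stimulated DMSO wells and 100% = 10 µM reference inhibitor 5653914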
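Signal: luciferase luminescence; Material: HEK-293 cells with stable firefly luciferase reporter driven by four HIV NF-kB elements; Probe or stimulus: PMA with ionomycin; Replication: tested once; Times: 1 h compound pretreatment, then 16 h stimulation at 37 °C, 5% CO2; Benchmarks: DMSO and 10 µM reference inhibitor; Evaluation: per-plate % inhibition versus controls.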
M1 ag: M1 muscarinic receptor agonists, primary screen, CHO-M1 cells, Fluo-4 calcium, agonist mode. Muscarinic acetylcholine receptor M1. Fluo-4 calcium fluorescence; active compounds read high. B-score at 10 µM. actives 3% (n = 64,000);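 active = fluorescence rise, raw or as B-score row- and column-corrected plate score, outside the 99.7% band of its plate's samples, either direction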
* marks the source's active call; other numbers are inactive results; · = not tested or not shown.

#1 Cc1cc(C)c(C#N)c(SCC(=O)N2CCCCC2)n1
#2 CC1=CC(=C2N=C(c3ccccc3)OC2=O)C=C(C)O1
#3 COc1ccccc1OCC(=O)Nc1ccccn1
#4 Cc1ccc(OCC(=O)n2nc(C)cc2C)c(Br)c1
#5 CCOC(=O)Nc1c(C(=O)OC)[nH]c2cccc(OC)c12
#6 COC(=O)c1c(NC(=O)c2ccco2)sc(C)c1C

Compound,1,2,3,4,5,6
Jurkat viability,7,8,18,-6,-1,-5
HTR1E agonist,-0.5,-1.0,-1.1,0.2,-0.5,0.7
HEK293 NFkB inh,1,-6,-10,9,1,5
HTR1E antagonist,7,6,-2,-5,-1,10
S1P3 agonist,-0.5,-0.7,0.2,-0.2,-1.0,-0.6
Her2 expr inh,87,59,93,56,131,54
M1 antagonist,0.19,0.29,·,·,0.23,-0.37
S1P1 ag pot,·,0,-7,-35,15,·
M1 ag,-0.069,0.87,·,·,-0.61,-0.46

#7 Cn1c(=NC(=O)CSCC(=O)N2CCOCC2)sc2ccccc21
#8 CC(=O)Nc1nonc1-c1nc2ccccc2n1CC1CC1
#9 COc1ccc(-n2c(SCC(=O)NCc3cccs3)nnc2-c2ccoc2C)cc1
#10 CN(C)P(=NC(=O)COc1ccc(Cl)cc1Cl)(N(C)C)N(C)C
#11 COc1ccc(/C(O)=C2/C(=O)C(=O)N(Cc3cccnc3)C2c2ccncc2)cc1F (centres undefined)
#12 N#Cc1ccccc1S(=O)(=O)N1CCN(c2ccc(S(=O)(=O)N3CCOCC3)cn2)CC1

Compound,7,8,9,10,11,12
Jurkat viability,·,2,-5,8,16,-9
HTR1E agonist,-0.7,0.8,-1.0,-0.3,-1.6,-0.1
HEK293 NFkB inh,0,25,10,11,15,12
HTR1E antagonist,3,-4,-8,-8,10,-4
S1P3 agonist,·,-0.2,-0.3,0.4,-1.3,-0.1
Her2 expr inh,153,56,100,84,88,112
M1 antagonist,0.95,0.0024,0.67,-0.51,-0.43,-0.71
S1P1 ag pot,·,11,5,6,4,-3
M1 ag,-1.3,-1.2,1,0.62,0.03,-2.1

Some of the entries above in another layout:
entry	compound	Jurkat viability	HTR1E agonist	HEK293 NFkB inh	HTR1E antagonist	S1P3 agonist	Her2 expr inh	M1 antagonist	S1P1 ag pot	M1 ag
9	COc1ccc(-n2c(SCC(=O)NCc3cccs3)nnc2-c2ccoc2C)cc1	-5	-1.0	10	-8	-0.3	100	0.67	5	1
7	Cn1c(=NC(=O)CSCC(=O)N2CCOCC2)sc2ccccc21	·	-0.7	0	3	·	153	0.95	·	-1.3

Following part:
#13 Cc1[nH]c2ccccc2c1C(=O)CN1CCCC1
#14 O=C(O)c1cc2c(ccc3ccccc32)[nH]1
#15 CCN(Cc1cc2ccccc2[nH]c1=O)C(=O)c1cccnc1
#16 CCOC(=O)CN(C(=O)Cn1nnc(-c2ccc(C)cc2)n1)C(CC)C(=O)NC1CCCC1 (centres undefined)
#17 N#Cc1nc(-c2ccco2)oc1NCCCn1ccnc1
#18 COC(=O)c1sccc1NC(=O)c1csc(C)c1

Compound,13,14,15,16,17,18
Jurkat viability,-9,-6,-2,7,-5,-5
HTR1E agonist,0.9,-0.8,1.1,0.2,0.1,-1.9
HEK293 NFkB inh,12,9,8,3,25,1
HTR1E antagonist,-8,-4,-2,-12,-6,9
S1P3 agonist,-0.1,0.1,0.6,-0.5,-0.4,-0.3
Her2 expr inh,85,77,83,112,92,0.2*
M1 antagonist,-0.89,0.42,-0.46,0.56,0.012,0.057
S1P1 ag pot,5,-4,-12,-1,-27,-27
M1 ag,0.34,0.028,0.15,-0.37,0.85,-0.48

#19 Cc1ccc(Cn2c(=N)c(C(=O)NCc3ccco3)cc3c(=O)n4ccccc4nc32)cc1
#20 O=C(CSc1nnc(Cn2nnc(-c3ccccc3)n2)n1-c1ccccc1)Nc1ccc(F)cc1
#21 CC(C)Cc1cc(C(=O)Nc2cc(Cl)ccc2Cl)no1
#22 O=C(NCc1ccc2c(c1)OCO2)c1cc(-n2cnnc2)ccc1Cl
#23 Cc1cccc(C(=O)N2CCN(Cc3ccc4c(c3)OCO4)CC2)c1
#24 CCc1nnc(NC(=O)c2c(OC)cccc2OC)s1

Compound,19,20,21,22,23,24
Jurkat viability,12,-4,-8,0,-2,4
HTR1E agonist,2.9,0.3,1.4,0.6,0.5,-0.4
HEK293 NFkB inh,10,0,10,9,14,5
HTR1E antagonist,-2,1,1,-10,4,3
S1P3 agonist,2.6,-0.3,-0.6,-1.1,-0.5,-0.6
Her2 expr inh,79,87,87,91,82,79
M1 antagonist,-2.3,-0.054,0.26,-0.073,0.12,-0.015
S1P1 ag pot,-59,1,17,·,-6,-4
M1 ag,-1.2,-0.98,0.23,-0.029,1.4,0.0019

#25 Cc1ccc(NC(=O)CN2CCC3(O)CCCCC3C2c2ccc3c(c2)OCO3)c(C)c1 (centres undefined)
#26 CCCC(C)n1[nH]c(=O)c2c(C)cc(C)nc21 (centres undefined)
#27 COc1ccc(N(C(=O)c2ccc(Br)o2)C2C=CS(=O)(=O)C2)cc1 (centres undefined)
#28 Cn1c(N2CCN(C(=O)Nc3ccc(C(F)(F)F)cc3)CC2)nc2ccccc21
#29 Clc1ccccc1-c1nn2c(-c3ccncc3)nnc2s1
#30 Cc1ccc(NC(=O)CCn2nc(C)cc2C)c(C)c1

Compound,25,26,27,28,29,30
Jurkat viability,-2,3,-9,6,3,-9
HTR1E agonist,-1.0,0.6,-1.6,1.9,0.8,-0.4
HEK293 NFkB inh,1,6,13,27,4,16
HTR1E antagonist,5,-4,-6,-5,19,-11
S1P3 agonist,-1.0,-0.8,-1.3,0.0,-0.7,-1.3
Her2 expr inh,190,90,88,85,·,77
M1 antagonist,0.24,0.066,-0.026,-0.38,·,-0.0078
S1P1 ag pot,-12,-28,-10,20,37,7
M1 ag,-0.023,2.1,0.031,0.66,·,0.67

#31 COC(=O)CC1Sc2ccccc2NC1=O (centres undefined)
#32 Cn1c(Cl)cnc1C(O)c1ccccc1 (centres undefined)
#33 CC1Oc2ccccc2C=C1C1/C(=C(/O)c2ccccc2)C(=O)C(=O)N1CCCN(C)C (centres undefined)
#34 Cn1c(=O)c2c(nc(-n3ccnc3)n2Cc2ccccc2)n(C)c1=O
#35 COC(=O)C(F)(F)Sc1c(C)[nH]c2ccccc12
#36 Nn1c(CSc2ccccn2)nc2ccccc2c1=O

Compound,31,32,33,34,35,36
Jurkat viability,-3,-3,9,-2,-5,3
HTR1E agonist,0.3,1.3,0.3,0.1,-0.6,1.0
HEK293 NFkB inh,17,2,9,1,2,-29
HTR1E antagonist,5,-7,7,4,-3,2
S1P3 agonist,0.3,-1.1,-0.7,0.8,0.1,0.0
Her2 expr inh,71,81,94,75,97,72
M1 antagonist,-0.29,0.48,0.34,-0.31,-0.095,0.83
S1P1 ag pot,-22,-32,-19,4,-32,-14
M1 ag,-0.31,-0.37,1.4,0.22,0.38,-0.28

#37 COc1ccc(OCCC(=O)NC2=NCCS2)cc1
#38 Cc1nn(C)c(C)c1NC(=O)c1ccnn1C
#39 O=C(NCc1ccc2c(c1)OCO2)C1CCN(Cc2cnn(-c3ccccc3)c2-n2cccc2)CC1
#40 COc1cc(C(=O)Nc2ccc(S(=O)(=O)Nc3cc(C)on3)cc2)cc(OC)c1OC
#41 Cn1c(=S)n(/N=C/c2ccc3c(c2)OCO3)c2ccccc21
#42 CCN(CC)CCCN(Cc1cc2cc(OC)ccc2[nH]c1=O)C(=O)Nc1ccccc1

Compound,37,38,39,40,41,42
Jurkat viability,0,5,·,3,4,5
HTR1E agonist,0.1,0.0,12*,0.2,0.1,0.4
HEK293 NFkB inh,2,10,18,8,3,15
HTR1E antagonist,14,1,0,5,6,-4
S1P3 agonist,-0.8,-1.1,·,-1.3,-1.2,0.2
Her2 expr inh,107,96,77,174,96,79
M1 antagonist,0.011,-0.028,-0.69,0.2,·,-0.33
S1P1 ag pot,·,-6,·,-9,32,-25
M1 ag,-0.53,-0.42,-1.2,-0.0099,·,-0.18

2 compounds drawn at random from the list so far:
#41 Cn1c(=S)n(/N=C/c2ccc3c(c2)OCO3)c2ccccc21
#40 COc1cc(C(=O)Nc2ccc(S(=O)(=O)Nc3cc(C)on3)cc2)cc(OC)c1OC

Compound,41,40
Jurkat viability,4,3
HTR1E agonist,0.1,0.2
HEK293 NFkB inh,3,8
HTR1E antagonist,6,5
S1P3 agonist,-1.2,-1.3
Her2 expr inh,96,174
M1 antagonist,·,0.2
S1P1 ag pot,32,-9
M1 ag,·,-0.0099

(list continues)
#43 CC(C)C(=O)Nc1c2c(nc3ccccc13)N(C)CC2
#44 O=C(NCC1CCCO1)c1cc(-c2ccncc2)nc2ccc(S(=O)(=O)N3CCOCC3)cc12 (centres undefined)
#45 O=C(O)CNS(=O)(=O)c1cc(Cl)c(Cl)cc1Cl
#46 CCCc1cc(=O)[nH]c(SCc2cc(C(=O)OC)c(C)o2)n1
#47 CCc1cc2c(=O)c(-c3nc4ccccc4n3C)c(C)oc2c(CN2CCN(C)CC2)c1O
#48 CCCNS(=O)(=O)c1ccc(OCC(=O)N2CCC(C(=O)OCC)CC2)cc1

Compound,43,44,45,46,47,48
Jurkat viability,-1,-1,-3,3,1,5
HTR1E agonist,0.4,-0.1,0.3,0.4,-0.4,-0.7
HEK293 NFkB inh,13,7,5,16,23,11
HTR1E antagonist,6,0,-8,8,-1,11
S1P3 agonist,-1.8,1.2,-1.1,-0.3,0.0,0.5
Her2 expr inh,132,106,94,86,114,94
M1 antagonist,-0.64,-0.052,-0.98,-0.57,0.66,0
S1P1 ag pot,-10,-4,-8,8,-19,3
M1 ag,1.2,0.35,0.064,-0.89,-0.15,0.23

From PubChem
